Bioassay records (PubChem BioAssay)
N-glyco inh: blocks N-linked glycosylation in D54 reporter cells; 0.23% of 360,000 active; AID 588692; D54 ERlucT glycosylation luciferase reporter, 24 h; percent of 100 nM tunicamycin response; reporter increase, % at 12.5 µM;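 active = mean luciferase reporter signal, scaled so untreated is 0 and the glycosylation-blocking control 100, at or above a set limit in every replicate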;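 also: luciferase carries N-glycosylation sites so blocking glycosylation raises the light; 0% = median of neutral control wells and 100% = median of 100 nM tunicamycin wells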
MC4R ag barr: activates human MC4R beta-arrestin recruitment; P32245; U2OS MC4R beta-arrestin complementation, luminescence; percent of melanotan II response, DMSO zero; activation, % at 8.9 µM; 0.98% of 360,000 active; AID 540308;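 active = activation above a per-plate cutoff, the mean activation of sample wells on that plate plus 3 SD, cut at about 8% in these data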
Target sequence (P32245 whole entry, looked up): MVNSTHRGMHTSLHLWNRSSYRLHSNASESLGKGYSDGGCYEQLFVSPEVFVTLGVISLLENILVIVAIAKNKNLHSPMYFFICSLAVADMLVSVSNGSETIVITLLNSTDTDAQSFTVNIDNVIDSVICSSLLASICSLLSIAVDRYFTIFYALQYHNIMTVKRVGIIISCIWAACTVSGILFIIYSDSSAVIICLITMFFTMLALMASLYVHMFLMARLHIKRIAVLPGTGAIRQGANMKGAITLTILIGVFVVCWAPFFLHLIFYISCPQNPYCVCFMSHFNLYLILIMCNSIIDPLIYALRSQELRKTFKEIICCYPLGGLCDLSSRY
Vif imaging: inhibitors of HIV Vif | HEK293T cells, Vif self-association by quenched fluorescence, imaging, 24 h | inhibition, % at 7.49 µM | 0.35% of 340,000 active; in the data active = inhibition above about 50%, passing the limit was not always enough; also: some results filed as inactive read as strong as hits
NOD2-RIPK2 inh: blocks binding of human NOD2 to RIPK2. O43353. AID 624267. CHO BLA complementation NOD2-RIPK2, CCF4 ratio. inhibition, % at 4.98 µM. 0.38% of 360,000 active; in the data active = inhibition above about 21%;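 also: 0% = vehicle only and 100% = reference blocker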
Target sequence (O43353 whole entry, looked up): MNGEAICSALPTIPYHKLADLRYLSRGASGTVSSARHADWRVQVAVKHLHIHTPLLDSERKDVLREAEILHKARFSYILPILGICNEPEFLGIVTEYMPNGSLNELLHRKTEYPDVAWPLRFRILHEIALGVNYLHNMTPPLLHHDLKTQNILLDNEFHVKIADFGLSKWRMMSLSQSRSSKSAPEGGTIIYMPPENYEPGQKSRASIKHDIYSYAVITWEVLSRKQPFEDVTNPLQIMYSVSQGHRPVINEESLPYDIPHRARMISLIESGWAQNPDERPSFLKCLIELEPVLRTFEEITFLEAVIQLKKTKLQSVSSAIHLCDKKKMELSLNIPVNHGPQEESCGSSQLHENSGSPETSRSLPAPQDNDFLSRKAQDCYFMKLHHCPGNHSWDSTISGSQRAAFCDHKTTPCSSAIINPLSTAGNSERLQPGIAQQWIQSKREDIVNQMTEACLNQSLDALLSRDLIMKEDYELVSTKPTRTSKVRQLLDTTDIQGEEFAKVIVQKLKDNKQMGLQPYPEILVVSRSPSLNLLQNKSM
MC4R antagonist: blocks human MC4R cAMP signaling | inhibition, % at 6.5 µM | AID 540295 | MC4R-expressing cells, MTII-stimulated cAMP, LANCE TR-FRET | 0.48% of 360,000 active | P32245;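 active = inhibition above its plate's cutoff, the mean of tested wells on that plate plus 3 SD, cut at about 29% in these data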;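 also: 0% = Melanotan II alone and 100% = Melanotan II plus saturating MCL0020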
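system = U2OS cells with stable human MC4R expression | also added = Melanotan II challenge after compound preincubation | dosing = one concentration, 6.5 µM nominal | incubation = compound 30 min, challenge 1 h, detection 1 h | measured by = TR-FRET with Eu-cAMP and labeled anti-cAMP, 671 nm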
aDG glyco up: increases alpha dystroglycan glycosylation. Pro5-aDG cells, alpha-DG glycosylation AlphaScreen (IIH6); 0% Pro5, 100% B10-LARGE cell signal. activation, % at 10 µM. 0.22% of 360,000 active. AID 624168;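 active = activation of at least 8% versus controls, or a plate z-score of at least 8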;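 also: Pro5 are CHO cells carrying HIG-tagged alpha-DG that lacks glycosylation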
ABCB6 inh 2: inhibitors of human ABC transporter ABCB6. Q9NP58. K562-ABCB6 porphyrin accumulation, flow cytometry, 1 h; stronger effect = lower value. fluorescence ratio to DMSO, % at 10 µM. 0.19% of 360,000 active;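 active = fluorescence ratio to DMSO below 75%, the collection mean minus 3 SD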;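 also: signal is porphyrin accumulated inside mitochondria; 100% equals median channel fluorescence of DMSO control wells; lower ratio means ABCB6 inhibition with less porphyrin fluorescence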
TLR9-MyD88 inh: inhibitors of human TLR9-MyD88 binding. inhibition, % at 4.98 µM. AID 504734. 0.21% of 340,000 active. CHO BLA complementation TLR9-MyD88, CCF4 FRET ratio;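 active = inhibition above the mean over all tested compounds plus 3 SD, cut at about 21% in these data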;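 also: 0% = DMSO only wells and 100% = clavulanate BLA inhibitor control wells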
ABHD5 PLIN5 PPI: ABHD5-PLIN5 protein interaction inhibition; Q00G26+Q8WTS1; Split G. princeps luciferase complementation, luminescence, 4 h; inhibition, % at 4 µM; 0.78% of 360,000 active; AID 602281;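 active = inhibition above the mean inhibition across every tested compound plus 3 SD, cut at about 22% in these data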;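 also: 0% = DMSO only wells and the 100% control is not disclosed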
Exocytosis inh: blocks lytic granule exocytosis. TALL-104 LAMP-1 surface exposure, flow cytometry; cells stimulated with thapsigargin and PMA. 0.66% of 360,000 active. inhibition, % at 10 µM;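 active = inhibition above about 55%, limit read from the data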
* = called active by the depositor; i = inactive; · = not tested or not shown.

SMILES | N-glyco inh | MC4R ag barr | Vif imaging | NOD2-RIPK2 inh | MC4R antagonist | aDG glyco up | ABCB6 inh 2 | TLR9-MyD88 inh | ABHD5 PLIN5 PPI | Exocytosis inh
O=C(O)CCN1CCc2ccccc2C1c1ccncc1 (configuration not stated) | 1 | 0.5 | -9 | 1 | -5 | 0.0 | 100 | -9 | 4 | 0
O=C(CNC(=S)N(CCCN1CCOCC1)Cc1cccs1)NCc1ccccc1 | 0 | -0.7 | 0 | -8 | -3 | -0.2 | 101 | -5 | 0 | 4
CC1Oc2ccccc2N(CC(=O)NC2CC2)C1=O (configuration not stated) | 1 | 0.4 | -42 | -12 | -5 | 0.0 | 98 | 2 | -2 | -4
CNC(=O)COC(=O)COc1ccc2c(C)cc(=O)oc2c1 | 2 | -5.2 | -1 | 5 | 14 | -0.1 | 103 | -1 | 5 | 15
COc1ccc2cc1Oc1ccc(cc1)C[C@H]1c3c(cc(OC)c4c3Oc3c(ccc5c3[C@H](C2)N(C)CC5)O4)CCN1C | -14 | 4.2 | -4 | 3 | 5 | -1.1 | 99 | -2 | 10 | 9
COc1ccccc1NC(=S)NC(=O)/C=C/c1ccco1 | 1 | 0.7 | 3 | -5 | 22 | -0.1 | 110 | 6 | 12 | -1
CCOC(=O)c1[nH]c2ccccc2c1N=CN(C)C | 2 | -1.6 | 6 | -7 | 8 | -0.1 | 96 | 4 | 2 | 4
CCc1cc[n+](CC(=O)Nc2ccc(Cl)cc2Cl)cc1 | 0 | 0.8 | 9 | -4 | 1 | 0.2 | 103 | -3 | 7 | 1
CCOC(=O)c1c(NC(=O)CC2SC(N)=NC2=O)sc2c1CCCC2 (configuration not stated) | 3 | -0.2 | 0 | 1 | -3 | -0.2 | 98 | -1 | 2 | 2
CC(C)C(=O)Nc1cccc(NC(=O)c2cccc(F)c2)c1 | -2 | -1.9 | 14 | -3 | -3 | -0.3 | 103 | -1 | -6 | -2
COc1cccc(C(=O)N2CCN(Cc3ccco3)CC2)c1OC | 1 | 2.1 | 2 | 10 | -6 | 0.8 | 98 | -2 | 6 | 3
O=C(CSc1nccc(=O)[nH]1)Nc1ccc(Br)c(Cl)c1 | 3 | 0.1 | 3 | 2 | -1 | -0.1 | 100 | 0 | 1 | -1
CN(C(=O)COc1ccccc1)C1CCS(=O)(=O)C1 (configuration not stated) | 2 | 0.0 | 1 | 1 | 14 | 1.1 | 97 | -10 | -1 | -2
NC(=O)COC(=O)c1ccc(Cl)c(S(=O)(=O)N(Cc2ccccc2)c2ccc(Cl)cc2)c1 | 1 | -3.9 | 2 | 7 | 14 | -0.2 | 106 | 5 | 2 | 1
Cc1cc(CNC(=S)Nc2cccc(Cl)c2Cl)nn1C | 1 | 0.9 | -3 | -2 | -1 | 0.8 | 92 | -8 | 11 | -2
CN(C(=O)COc1ccc(Cl)cc1Cl)C1(C)CCS(=O)(=O)C1 (configuration not stated) | 0 | -0.2 | -1 | -6 | 1 | -0.4 | 103 | -1 | 0 | 0
Cc1cc(C)c(C(N)=O)c(NC(=O)Nc2ccccc2)n1 | 2 | -0.3 | -1 | -1 | 3 | -0.2 | 102 | -8 | -2 | -2
COc1ccc(C(CC(=O)Nc2cc(OC)cc(OC)c2)n2cccc2)cc1 (configuration not stated) | 1 | -1.4 | · | -1 | 12 | -0.1 | 97 | 0 | -5 | -2
CCN1C(=O)[C@H]2[C@@H](c3ccc(C)cc3)N3C(=O)N(c4cccc(F)c4)C(=O)[C@@]3(C)[C@H]2C1=O | 1 | -1.2 | -1 | -13 | 3 | 0.1 | 99 | -5 | -2 | 1
CC12CCCCC1=CC(=O)CC2 (configuration not stated) | 0 | -0.8 | 28 | -9 | 6 | -0.1 | 101 | -14 | -2 | -8
COC(=O)CCc1ccc(OCC(O)CNC(C)C)cc1 (configuration not stated) | -2 | 0.1 | -6 | -13 | 8 | 0.5 | 97 | -3 | -6 | -2
CCN[C@H]1C[C@H](C)S(=O)(=O)c2sc(S(N)(=O)=O)cc21 | 1 | -1.3 | -5 | -14 | 4 | -0.1 | 98 | 6 | 4 | 6
CCOC(=O)NCCc1ccc(OC)cc1 | -2 | -0.9 | -6 | -13 | 9 | -0.1 | 103 | -1 | 0 | 3
CC(=O)Nc1ccc(NC(=O)CCN2C(=O)c3ccccc3C2=O)cc1 | 1 | -1.2 | -3 | 2 | 1 | 0.1 | 98 | -9 | -3 | 3
C=CCOc1cccc(CNCc2cccnc2)c1 | 1 | 1.4 | -3 | -13 | 2 | 0.0 | 101 | -7 | 6 | 0
Cc1ccc(S(=O)(=O)N2CCOCC2)cc1C(=O)c1nccn1C | 2 | -3.0 | -9 | -5 | 26 | -0.2 | 95 | -2 | -3 | -5
CCCCNC(=S)Nc1ccc(Cl)cc1 | 0 | 0.6 | -2 | 4 | 0 | 0.4 | 100 | 2 | -3 | -4
COc1ccc(-c2cc(C(F)F)n3ncc(C(=O)NCCCN4CCCC4=O)c3n2)cc1 | 2 | -1.0 | · | -16 | 2 | 0.5 | 95 | 1 | 3 | 7
CCCn1c(=N)n(CC(=O)c2cccs2)c2ccccc21 | -3 | 3.4 | 3 | 0 | 0 | 0.3 | 101 | 2 | 8 | 2
CN(C)C(CNC(=O)c1ccc2c(c1)S(=O)(=O)c1ccccc1C2=O)c1ccco1 (configuration not stated) | -5 | -1.6 | 11 | -1 | 4 | -0.1 | 98 | 0 | 0 | -1
CN(C)c1nc(Nc2ccccc2)nc(N(C)C)n1 | -2 | -1.6 | 3 | -1 | -5 | 0.0 | 88 | -1 | -2 | 0
OCCN1CCN(c2cc(-c3ccccc3)c3ccccc3n2)CC1 | -2 | 0.0 | 3 | 0 | 41* | 1.3 | 96 | 1 | 14 | 4
COc1ccc(Br)cc1CNC(=O)C1CCN(S(=O)(=O)N2CCCC2)CC1 | -2 | -1.2 | -4 | -11 | -1 | -0.1 | 98 | 1 | -4 | 7
Cc1nnc(SCC(=O)c2ccc(Cl)cc2)s1 | 0 | 1.9 | -4 | 11 | 0 | -0.1 | 106 | 1 | -10 | 0
NNC(=O)COc1ccc(-c2nccc(-c3ccc(F)cc3)n2)cc1 | 3 | 1.0 | 0 | -28 | 9 | -0.1 | 96 | -3 | 3 | 2
Cc1ccccc1OCc1nnc(SC(C)C(=O)O)n1Cc1ccccc1 (configuration not stated) | 1 | 0.5 | 8 | -2 | 5 | 0.1 | 101 | -8 | 9 | -3
O=C(COc1ccccc1[N+](=O)[O-])N(Cc1ccccc1)c1ccccn1 | -3 | -1.1 | 0 | -20 | 17 | 0.4 | 102 | -5 | -2 | -4
COCCCNC(=O)C[C@H]1C[C@H](C(=O)N(C(C)C)C(C)C)[C@@]2(C)c3[nH]c4cc(CCC(=O)N(C)C)ccc4c3CCN2C1=O | 1 | -3.4 | · | -3 | 8 | -0.3 | 99 | -3 | 4 | -7
Cn1c(C(O)c2ccccc2)nc(Cl)c1Cl (configuration not stated) | 3 | 0.1 | 8 | 11 | 5 | 0.0 | 102 | 13 | 0 | 1
Cc1ccc(Cl)cc1NC(=O)c1ocnc1C | 1 | 0.7 | · | 2 | 6 | 0.0 | 101 | -11 | -5 | -2
CC(=O)NN1C(=O)/C(=C2/Sc3ccccc3N2C)SC1=S | -3 | -3.0 | -3 | 1 | 2 | 0.0 | 100 | 8 | 4 | 1
COC(=O)C(=C/C(C)=C/c1cccnc1)C(=O)OC | 19 | -2.2 | 13 | 1 | 7 | 1.1 | 102 | 9 | 34* | -2
CCOc1ccc2nc(SCc3ccc(OC)cc3)sc2c1 | -1 | 0.8 | 2 | -8 | -5 | 0.0 | 98 | -7 | 8 | -5
O=C(NCC1CCCO1)c1ccc2c(c1)N(Cc1ccccc1)CCS2 (configuration not stated) | 4 | -3.0 | -7 | -2 | 10 | -0.1 | 98 | -5 | -9 | -3
O=C(O)CCCC(=O)Nc1nncs1 | 4 | -0.2 | -4 | 1 | 0 | -0.1 | 85 | -10 | 1 | 0

Laid out differently: results already given
Under each structure – N-glyco inh | MC4R ag barr | Vif imaging | NOD2-RIPK2 inh | MC4R antagonist | aDG glyco up | ABCB6 inh 2 | TLR9-MyD88 inh | ABHD5 PLIN5 PPI | Exocytosis inh
COC(=O)C(=C/C(C)=C/c1cccnc1)C(=O)OC
 : 19 | -2.2 | 13 | 1 | 7 | 1.1 | 102 | 9 | 34* | -2
CCOc1ccc2nc(SCc3ccc(OC)cc3)sc2c1
 : -1 | 0.8 | 2 | -8 | -5 | 0.0 | 98 | -7 | 8 | -5

The listing continues:
SMILES | N-glyco inh | MC4R ag barr | Vif imaging | NOD2-RIPK2 inh | MC4R antagonist | aDG glyco up | ABCB6 inh 2 | TLR9-MyD88 inh | ABHD5 PLIN5 PPI | Exocytosis inh
NC(=O)c1c(NC(=O)c2ccccc2)sc2c1CCN(Cc1ccccc1)C2 | -1 | 12* | i | -3 | 11 | 0.5 | 98 | -4 | -8 | -15
COc1ccccc1Nc1nc2c(s1)CCC2 | 4 | -1.4 | -4 | -5 | 1 | 0.1 | 99 | -5 | -16 | 1
Cc1ccc(OCC(=O)NNC(=O)C2CCN(c3ncccn3)CC2)cc1 | 1 | 0.6 | -3 | -1 | 22 | -0.1 | 103 | -4 | 3 | -2
O=C1c2ccccc2CCc2ccccc21 | -1 | -0.2 | 13 | -7 | -2 | -0.3 | 96 | -6 | -2 | 37
CC(C)(C)c1ccc(CC(=O)N2CCC2(C)C(=O)Nc2ccc3[nH]ncc3c2)cc1 (configuration not stated) | 4 | -1.1 | 0 | -1 | -4 | 2.3 | 101 | · | -15 | -5
COc1ccc2cc(C(=O)NCC3CCCO3)[nH]c2c1 (configuration not stated) | 2 | -0.9 | 7 | -6 | 3 | -0.1 | 98 | -4 | 2 | -5
O=C(N1CCN(Cc2ccccc2)CC1)C(Cl)(Cl)Cl | -1 | -3.1 | 11 | 3 | 7 | 0.0 | 93 | 4 | -1 | -4
COc1ccc(OC)c(CNS(=O)(=O)c2cc(-c3cc(C)no3)ccc2OC)c1 | 1 | -1.6 | -3 | -5 | 12 | 1.2 | 97 | 1 | -5 | -2
CC1(c2ccc(OC(F)F)cc2)NC(=O)N(/N=C/c2c(O)ccc3ccccc23)C1=O (configuration not stated) | 2 | 4.4 | 2 | -13 | 3 | -0.2 | 96 | -10 | 2 | -2
CSc1ccccc1C(=O)NCCCOC(C)C | 2 | -1.3 | -6 | -6 | 5 | 0.1 | 98 | -1 | -2 | 0
Cc1ccn(CC(=O)N2CCCC(N3CCN(Cc4ccc5c(c4)OCO5)CC3)C2)n1 (configuration not stated) | 0 | -3.3 | -4 | -4 | 1 | 0.0 | 102 | 0 | -2 | -2
CCc1nc2c(OCc3ccc(C#N)cc3)cccn2c1N(C)C(=O)c1ccc(C)cc1 | 0 | -2.2 | -7 | -6 | 4 | 0.0 | 92 | · | 7 | -9
CCCCn1c(CNC(=O)C23CC4CC(CC(C4)C2)C3)nnc1SC(C)CC (configuration not stated) | -4 | 0.9 | -2 | 8 | 1 | 0.7 | 96 | 3 | -1 | 0
CCCOc1ccc(OC(=O)Cc2ccc(OC)c(S(=O)(=O)N3CCOCC3)c2)cc1 | 1 | -1.6 | 5 | -6 | 15 | 0.2 | 90 | 3 | 5 | -4
COc1ccc(CNc2nc(NCc3ccc(OC)cc3)n(C(=O)c3ccncc3)n2)cc1 | -1 | 1.6 | -5 | 3 | 3 | 0.1 | 99 | 15 | 3 | 1

The list is partial. The share of hits here may be higher or lower than overall.
